Source: PubChem BioAssay (National Center for Advancing Translational Sciences (NCATS))
ERK EGF block – blocks ERK signaling stimulated by EGF | 130,000 tested, 0.41% active | Potency, µM (highest dose often 11.5 µM), for inactives: at the highest dose activity change, negative = inhibition, usual class: inhibitors | AID 1454 | HEK293-V1b, EGF-stimulated phospho-ERK AlphaScreen; active = well fitted inhibition curve with a large enough effect; inconclusive = small, poorly fitted or top-dose-only effect, or effect the other way;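 also: plate controls were stimulated vehicle wells for no effect and unstimulated vehicle basal for full effect; nearly all actives have a fitted effect of over 55% in size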
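Stably V1b-transfected HEK293 cells; 30 min compound, then EGF 25 nM final for 5 min at 37C; 10 min lysis; phospho-ERK by AlphaScreen after 5 hr beads at room temperature.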
* = called active by the depositor; ? = inconclusive; & = joins results of further samples; [ ] = remark or other dose. Potency is read from the fitted curve at half-maximal effect. This is a subset. The share of hits here may be higher or lower than overall.

SMILES	ERK EGF block
O=C(O)c1ccc(/C=C(\c2nc3ccccc3[nH]2)c2nc3ccccc3s2)cc1	6%[57.5 µM]
CC(=O)Nc1cccc(S(N)(=O)=O)c1C	16%[57.5 µM]
COc1cc(/C=C(\C#N)c2nc(-c3cc4ccccc4oc3=O)cs2)ccc1O	-2%
Cc1ccc(S(=O)(=O)N2CCOCC2)cc1NC(=O)CN(C)C1CCS(=O)(=O)C1 (stereo not given)	0%[57.5 µM]
Nc1nc(CSC(=S)N2CCN(c3ccccc3)CC2)nc(Nc2ccccc2)n1	28%
CCOc1ncccc1C(=O)OCC(=O)c1ccc(F)cc1	-2%
O=C(NC1CCCCC1)c1cccc(COCC(F)(F)F)c1	-1%
CSc1ccccc1C(=O)Nc1ccc2c(c1)OCO2	-5%
Cc1cc(N2CCN(Cc3nc(-c4ccc(Cl)cc4)oc3C)CC2)cc(C)n1	8%[57.5 µM]
COc1ccccc1NS(=O)(=O)c1ccc(O)c(C(=O)OCC(=O)N2c3ccccc3CC2C)c1 (stereo not given)	-3%
CC(=O)N1[C@H](C)C=C[C@]1(Cc1ccccc1)C(=O)NCc1cc(F)cc(C(F)(F)F)c1	-5%&3%
Cc1csc(/N=C/N(C)C)c1C#N	5%[57.5 µM]
CCOC(=O)Cn1cc(Cl)c(=O)c(Cl)c1	-13%[57.5 µM]
CCCC(=O)Nc1ccccc1Sc1ncnc2scc(-c3ccccc3)c12	6%
COc1ccc(C(CC(=O)N2CCN(c3ccccc3)CC2)c2c(OC)cc(OC)c3ccc(=O)oc23)cc1 (stereo not given)	-1%[57.5 µM]
Cc1ccc(Oc2nc(CN3CCOCC3)nc3sc4c(c23)CCC(C)C4)cc1C (stereo not given)	7%
COc1ccc(C2=NN(C(=O)CCC(=O)O)C(c3cccs3)C2)cc1OC (stereo not given)	11%
O=C(COC(=O)c1cccs1)NCC1CCCCC1	-3%
COCCN(C(=S)Nc1c(C)cc(C)cc1C)C(C)c1cccnc1 (stereo not given)	2%
Cc1ccc2nc(NC(=O)C3CCCN3C(=O)OC(C)(C)C)sc2c1 (stereo not given)	7%
C=C(CCC(=O)c1ccccc1)C(=O)c1ccccc1	?
c1ccc2[nH]c(SCc3cn4ccccc4n3)nc2c1	-6%
O=C(c1ccc(Cn2c(=O)[nH]c3ccccc3c2=O)cc1)N1CCN(c2ccccn2)CC1	-4%
COc1ccc(NC(=O)Cc2c[nH]c3ccccc23)cc1S(=O)(=O)N1CCOCC1	-3%
CCCc1nc(NCC2CCCO2)c2nnn(Cc3ccccc3)c2n1 (stereo not given)	-3%

The list goes on; it opens with the 3 that closed the last part.
SMILES	ERK EGF block
O=C(c1ccc(Cn2c(=O)[nH]c3ccccc3c2=O)cc1)N1CCN(c2ccccn2)CC1	-4%
COc1ccc(NC(=O)Cc2c[nH]c3ccccc23)cc1S(=O)(=O)N1CCOCC1	-3%
CCCc1nc(NCC2CCCO2)c2nnn(Cc3ccccc3)c2n1 (stereo not given)	-3%
Cc1cccc(NC(=S)NC(C)C(c2ccccc2)N2CCN(C)CC2)c1C (stereo not given)	-2%
O=C(COc1ccccc1-c1ccccc1)N/N=C/c1cccnc1	-8%
Cc1ccc(S(=O)(=O)Nc2ccccc2C=Nc2cccc(C)c2C)cc1	-11%
O=C(Cc1ccc(F)cc1)N/N=C/c1ccc(-c2ccc(Cl)c(C(=O)O)c2)o1	-3%
O=[N+]([O-])c1cccc(-c2cn3nc(-c4ccccc4)c(-c4ccccc4)nc3n2)c1	?
COc1cc(C(=O)NC(CCSC)C(=O)OCC(=O)NC(=O)C2CCCCC2)cc(OC)c1OC (stereo not given)	7%
COc1ccccc1CN1CCCC(C(=O)N2CCCCC2)C1 (stereo not given)	-7%[57.5 µM]
COc1ccc(CCNC(=O)C(=O)Nc2ccc3nc4n(c(=O)c3c2)CCCCC4)cc1OC	-8%[57.5 µM]
CCn1nccc1C(=O)Nc1ccc(S(=O)(=O)NC23CC4CC(CC(C4)C2)C3)cc1	-1%
CCCO/N=C1/C(=O)N(c2ccccc2)c2ccccc21	0%
O=C(C1=C[C@@H](c2ccc(Br)cc2)C[C@@H](OCCCCO)O1)N1CCN(Cc2ccc3c(c2)OCO3)CC1	0%[57.5 µM]
Cc1ccc(C(=O)Nc2ccccc2C(=O)NC(Cc2ccccc2)C(=O)O)cc1 (stereo not given)	-16%
N=C(N)N	21%
COCC(=O)Nc1nnc(-c2ccc(C(C)(C)C)cc2)s1	-9%
Cc1ccccc1NC(=O)COc1ccc2oc(=O)cc(C)c2c1	-3%
O=C(/C=C/c1ccccc1)Nc1nnc(SCC(=O)c2ccc3ccccc3c2)s1	3%
COc1ccc(NC(=O)C(CC(C)C)NC(=O)C2CCCCC2)c(OC)c1 (stereo not given)	2%
CC(C)(C)C1CCC(C(=O)OCC(=O)Nc2ccc3[nH]c(=O)[nH]c3c2)CC1 (stereo not given)	-6%
COc1ccccc1NC(=O)Nc1ccc(Cl)c(S(=O)(=O)Nc2ccccc2OC)c1	7%
CC1=NN(c2ccccc2)C(=O)C1(C)[N+](=O)[O-] (stereo not given)	3%
CN(C)c1ccc(C=NCC2COc3ccccc3O2)cc1 (stereo not given)	1%
CCOc1ccc(-n2nc3c(SCCN4CCCC4)nnc(C)c3c2C)cc1	3%
CSc1ncc(-c2ccccc2)cn1	0%
O=C1CCOc2cc(OCc3ccccc3)ccc21	2%
O=C(Nc1cccc(F)c1)N1CC[C@@]2(CCCN(C(=O)c3cnccn3)C2)C1	-11%

Some of the entries so far, bar-delimited.
Molecule | ERK EGF block
Cc1ccc(S(=O)(=O)Nc2ccccc2C=Nc2cccc(C)c2C)cc1 | -11%
O=C(Cc1ccc(F)cc1)N/N=C/c1ccc(-c2ccc(Cl)c(C(=O)O)c2)o1 | -3%
O=[N+]([O-])c1cccc(-c2cn3nc(-c4ccccc4)c(-c4ccccc4)nc3n2)c1 | ?
COc1cc(C(=O)NC(CCSC)C(=O)OCC(=O)NC(=O)C2CCCCC2)cc(OC)c1OC (stereo not given) | 7%
COc1ccccc1CN1CCCC(C(=O)N2CCCCC2)C1 (stereo not given) | -7%[57.5 µM]
COc1ccc(CCNC(=O)C(=O)Nc2ccc3nc4n(c(=O)c3c2)CCCCC4)cc1OC | -8%[57.5 µM]

Remaining list, next part:
SMILES	ERK EGF block
CCC(NC(C)C)C(O)c1ccc(O)c(O)c1 (stereo not given)	-12%[57.5 µM]
Cc1ccc2nc(C)c3c(c2c1)OC(C(C)(Cl)Br)C3 (stereo not given)	-3%[57.5 µM]
Cn1c(Cn2nnc3ccccc32)nnc1SCC(=O)Nc1nccs1	-8%
Cc1cc(NC(=O)c2c(C)noc2C)no1	11%[57.5 µM]
N#C/C(=C\c1cc(O)c(O)c(O)c1)C(N)=O	7%[57.5 µM]
Cn1cccc1C(=O)OCC(=O)Nc1cccc(S(=O)(=O)N2CCOCC2)c1	9%
Cc1ccc(-n2c(NN)nc3ccccc3c2=O)c(C)c1	1%
C[C@H](NC(=O)CCCn1nnc2ccccc2c1=O)C(=O)O	-1%[57.5 µM]
C(=N\Nc1nc(-c2ccccn2)nc2ccccc12)/c1ccccc1	-2%[57.5 µM]
COc1ccc(OC)c(NC(=O)CN(Cc2ccccc2)S(C)(=O)=O)c1	0%
O=C(c1cccc(F)c1)N1CCC2(CCCN(c3ccccc3)C2)CC1	2%
N#CCCCSc1nnnn1-c1cc(C(F)(F)F)cc(C(F)(F)F)c1	-11%
CCCCOC(=O)Nc1ccc(S(=O)(=O)Nc2ccc([N+](=O)[O-])cc2)cc1	4%
Cc1cccc(C)c1Nc1c(-c2ccccn2)nc2ccccn12	?
CCCCC1(C)NC(=S)N2N1C(=S)NC2(C)CCCC (stereo not given)	-2%[57.5 µM]
CCOc1ccc(-c2cc(C(=O)OC)nc3c2c(=O)n(C)c(=O)n3C)cc1	7%[57.5 µM]
CCCn1c(-c2ccc(F)cc2)nc2c(NCCCN(CC)CC)nc(C)nc21	1%
COc1cccc(C2SCC(=O)N2c2cccc(C)c2)c1OC (stereo not given)	3%
Cc1ccc(NS(=O)(=O)c2ccccc2[N+](=O)[O-])cc1C	8%
CCOc1ccc(/C=C/C2=NNC(=O)CC2)cc1	-7%
C[C@@H](C(=O)O)c1ccc(N2Cc3ccccc3C2=O)cc1	15%[25.7 µM]
COc1ccc(C(=O)COC(=O)CNC(=O)c2cccc(OC(F)F)c2)cc1	1%
CCC(CC)C(=O)c1c[nH]c(C(=O)N2CCN(c3ccc(OC)cc3)CC2)c1	-1%
COC(=O)N1CCC2(CCN(Cc3nccs3)CC2)CC1	-7%
CC1(C)S[C@H]2C(NC(=O)[C@@H](N)c3ccc(O)cc3)C(=O)N2[C@@H]1C(=O)O (stereo not given in full)	12%

Part of the list above, bar-delimited.
molecule | ERK EGF block
COc1ccc(C(=O)COC(=O)CNC(=O)c2cccc(OC(F)F)c2)cc1 | 1%
C[C@@H](C(=O)O)c1ccc(N2Cc3ccccc3C2=O)cc1 | 15%[25.7 µM]
Cc1cc(NC(=O)c2c(C)noc2C)no1 | 11%[57.5 µM]

(more compounds)
SMILES	ERK EGF block
COc1cccc(N2C(=O)[C@H]3C(C(=O)c4cnccn4)=NN[C@H]3C2=O)c1	1%[57.5 µM]
O=C(O)CCCC(=O)NCc1c(Cl)cccc1Sc1ccc(Cl)cc1	-2%[57.5 µM]
Cc1nn(CC(=O)NC(C)c2ccccc2)c(C)c1[N+](=O)[O-] (stereo not given)	-3%
COC(=O)[C@@]1(Cc2ccccc2)[C@H]2c3cc(C(=O)N4CCCC4)n(Cc4ccccn4)c3C[C@H]2CN1C(=O)c1ccccc1	-8%
O=S(=O)(Nc1ccc(-n2cnnn2)cc1)c1ccc(F)c(F)c1F	0%[57.5 µM]
CCOC(=O)C1=C(O)CSC1=Nc1ccc(C)cc1	1%
O=C(O)C1C2CC2CN1C(=O)c1ccc(Cl)cc1Cl (stereo not given)	-12%
COc1cccc(CC(=O)Nc2ccccc2C(=O)N2CCOCC2)c1	9%
COc1cc(NC(=S)NCCCN(C)C)c(OC)cc1NC(=O)c1ccco1	7%[57.5 µM]
O=C(N[C@@H](Cc1ccccc1)c1nc2ccccc2[nH]1)c1cc([N+](=O)[O-])ccc1Cl	2%
COc1ccc(C(=O)NNC(=O)CCC(=O)Nc2cc(C)on2)cc1	0%
Cc1ccc(C)c(-n2nnnc2Sc2nc([N+](=O)[O-])nn2C)c1	-4%
CC(=O)c1cc(-c2ccccc2)n(CC(=O)N2CCCC2)c1C	-2%
CC1(C(O)(C#CC[N+]2(C)CCCCC2)c2ccccc2)CCCC1 (stereo not given)	15%
Cc1ccc(C(c2nnnn2CCc2ccccc2)N2CCC(C)CC2)cc1 (stereo not given)	11%
Cc1[nH]nc(SCC(=O)NC(C)c2ccccc2)c1[N+](=O)[O-] (stereo not given)	-1%
Cc1ccc(-c2[nH]ncc2/C=N/n2c(COc3ccccc3C)nc3ccccc3c2=O)cc1	0%
Cc1c(NC(=O)C2CCCCC2)cc(C(=O)N2CCOCC2)cc1[N+](=O)[O-]	3%
CCN1CCCC(NC(=O)c2cc([N+](=O)[O-])ccc2OC)C1 (stereo not given)	-4%
COc1cccc2c1OCC/C2=N\NC(=O)COc1ccc(C)cc1	6%
O=C(CSc1ccc2ccccc2c1)Nc1ccc(S(=O)(=O)Nc2nccs2)cc1	-3%
CC(C)N(CC#CCC(O)(c1ccccc1)c1ccccc1)C(C)C	2%
CCNc1nc(NCC)n2c(SC(C(=O)Nc3cc(C)ccc3OC)c3ccccc3)nnc2n1 (stereo not given)	-6%
COc1ccc(C(=O)COC(=O)c2cccnc2Cl)c(OC)c1	2%
CC1(C)Cc2c(c(-c3ccco3)nc3sc4c(NCC5CCCO5)ncnc4c23)CO1 (stereo not given)	-1%
Next structures:
SMILES	ERK EGF block
O=C(NC1CCCCC1)c1ccc(S(=O)(=O)N2CCCC2)cc1	8%
Cn1cc(CN2C[C@]3(C)C[C@H]2CC(C)(C)C3)c(-c2ccc3c(c2)OCCO3)n1	-18%[57.5 µM]
CCCCNC(=O)[C@H](Cc1c[nH]c2ccccc12)NC(=O)c1ccccc1Cl	8%
COC(=O)c1sccc1-n1cc(C#N)c(=O)n(C)c1=O	12%[57.5 µM]
COc1cc(NC(=O)c2cc3cccc(OC)c3o2)cc(C(=O)Nc2cccc(C(F)(F)F)c2)c1	0%[57.5 µM]
CC1(C)Cc2ccccc2C(=C(C#N)C#N)N1	6%
N/C(CCS(=O)(=O)c1ccc(Cl)cc1)=N\OC(=O)c1ccccc1Cl	-12%[57.5 µM]
O=C(CS(=O)(=O)Cc1ccccc1)Nc1ccc2c(c1)OCO2	0%
O=C(CC(Nc1cccc(Cl)c1Cl)C(=O)OCC(=O)c1cccs1)c1ccccc1 (stereo not given)	-4%
COc1ccc(C(=O)N2CCC3(CCCN(c4ncccn4)C3)CC2)cc1	-11%
O=C(NC1=NCCS1)C12CC3CC(CC(C3)C1)C2	-8%
CCNC(=S)N/N=C(\C)c1cccc(C(F)(F)F)c1	0%
O=C(CCN1C(=O)c2ccncc2C1=O)Nc1cc(F)ccc1F	-7%
COc1ccc(CCNC(=O)C/C(C)=N/NC(=O)Cc2cccc3ccccc23)cc1OC	3%[57.5 µM]
Cc1nc2c(-c3ccccc3)c(C)nn2c(N)c1-c1ccccc1	-3%
CC(=O)Nc1ccc(C(=O)OCC(=O)c2ccc(F)cc2)cc1	5%
C=CCNC(=O)c1ccccc1NC(=O)c1ccccc1SC	-12%
Cc1nc2c(Cl)c(C)nn2c2c1CCC2	3%
COc1ccc(CC(=O)OCC(=O)Nc2ccc(Cl)c(S(=O)(=O)N(C)C)c2)cc1	-6%
COC(=O)c1ccc(C(=S)N2CCCCC2)cc1	-9%
Cc1nn(-c2ccccc2)c(Cl)c1/C=N/Nc1nnc(C)c(=O)[nH]1	25%
CC1(C)CC(NC(=O)c2sc3cc(Cl)ccc3c2Cl)CC(C)(C)N1	?
Cn1sc(=O)c2cc(S(=O)(=O)NC3CC3)ccc21	?
COc1cc(/C=N/NS(=O)(=O)c2ccc3ccccc3c2)ccc1OCCN1CCOCC1	-6%
